Assay outcomes: PubChem, The Scripps Research Institute Molecular Screening Center
M1 ag – agonists of human M1 muscarinic receptor. activation, % at 3 µM. hit rate 0.33% among 360,000. P11229. CHO-K1 hM1, Fluo-8 calcium fluorescence, agonist mode; 0% DMSO, 100% acetylcholine EC100;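 active means activation above the run's mean compound activation plus 3 SD, cut at about 16% in these data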;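 further: peak over basal fluorescence ratio within a 140 s kinetic read after compound addition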
Target sequence (P11229 whole entry, looked up): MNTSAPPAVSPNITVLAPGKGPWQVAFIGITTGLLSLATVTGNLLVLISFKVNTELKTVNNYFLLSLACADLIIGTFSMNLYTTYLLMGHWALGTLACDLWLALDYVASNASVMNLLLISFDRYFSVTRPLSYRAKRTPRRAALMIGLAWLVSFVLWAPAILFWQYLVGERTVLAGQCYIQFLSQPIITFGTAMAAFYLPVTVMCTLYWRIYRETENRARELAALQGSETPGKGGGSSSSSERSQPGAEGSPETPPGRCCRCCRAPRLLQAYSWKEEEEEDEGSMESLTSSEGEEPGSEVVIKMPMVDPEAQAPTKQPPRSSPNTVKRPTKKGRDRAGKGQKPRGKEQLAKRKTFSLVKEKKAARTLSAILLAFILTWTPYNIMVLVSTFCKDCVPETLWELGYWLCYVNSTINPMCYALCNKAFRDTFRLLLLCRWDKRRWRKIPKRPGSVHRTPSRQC
CHO-K1 Ca antag – nonselective inhibitor or artifact in parental CHO-K1 cells | ATP-induced calcium, Fluo-8 fluorescence | hit rate 0.6% among 360,000 | inhibition, % at 3 µM | AID 602250;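 active means inhibition above a per-plate cutoff, the plate's mean sample inhibition plus 3 SD, cut at about 24% in these data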;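 further: 0% = DMSO plus EC80 ATP and 100% = DMSO alone without ATP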
OXTR potentiator – potentiators of human oxytocin receptor; CHO-OTR cells, Fluo-8 calcium fluorescence, potentiator mode; 0% = oxytocin EC15, 100% = EC100; activation, % at 3 µM; hit rate 0.061% among 320,000;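 active means activation above that plate's cutoff, the mean activation of tested compounds plus 3 SD, cut at about 6.6% in these data, passing the limit was not always enough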;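 further: 100% uses oxytocin at 75 nM as the full agonist control; some results filed as inactive read as strong as hits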
Target sequence (P30559 whole entry, looked up): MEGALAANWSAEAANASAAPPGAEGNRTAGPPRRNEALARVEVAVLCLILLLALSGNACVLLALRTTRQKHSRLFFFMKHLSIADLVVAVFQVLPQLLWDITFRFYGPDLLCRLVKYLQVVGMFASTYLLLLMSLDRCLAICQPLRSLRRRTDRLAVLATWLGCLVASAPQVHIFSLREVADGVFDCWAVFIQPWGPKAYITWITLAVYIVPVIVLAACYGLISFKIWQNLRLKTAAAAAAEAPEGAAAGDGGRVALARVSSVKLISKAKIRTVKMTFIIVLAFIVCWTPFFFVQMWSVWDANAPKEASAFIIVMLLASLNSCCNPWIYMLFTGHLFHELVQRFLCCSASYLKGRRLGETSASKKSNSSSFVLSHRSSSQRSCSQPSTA
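System: human OTR in CHO cells; Also added: sub-maximal oxytocin, roughly EC15; Timing: compound 6 min at room temperature before oxytocin, 100 s read; Technique: Fluo-8 intracellular calcium fluorescence, ex 470-495, em 515-575 nm; Controls: oxytocin EC15 low and EC100 high; Replication: singlicate.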
M1 ag parental – nonselective activator or artifact in parental CHO-K1 cells | Fluo-8 calcium fluorescence; scaled to maximal ATP response, vehicle zero | activation, % at 3 µM | hit rate 0.48% among 360,000 | AID 602248; in the data active means activation above about 15%;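 further: untransfected CHO-K1 host cells lacking M1 receptor as counterscreen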
CHO parental Ca – counter-screen: ATP calcium response change in parental CHO cells | parental CHO-K1, ATP-induced calcium, Fluo-8 fluorescence | hit rate 0.63% among 330,000 | inhibition, % at 5.6 µM;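 active means inhibition above that plate's mean sample inhibition plus 3 SD, cut at about 26% in these data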;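 further: 0% = ATP-challenged DMSO wells and 100% = DMSO wells without ATP; some compounds past the cut are filed as inactive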
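Material: parental CHO cells / Compound: single nominal dose of 5.6 µM per compound / Signal: Fluo-8 fluorescence / Replicates: singlicate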
TAAR1 antagonist – antagonists of human TAAR1; CHO RD-HGA16 TAAR1, Fluo-8 calcium fluorescence, antagonist; AID 624466; inhibition, % at 3 µM; hit rate 1.5% among 360,000; Q96RJ0;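 active means inhibition above a per-plate cutoff, the mean inhibition of test compounds on that plate plus 3 SD, cut at about 49% in these data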;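 further: 0% = DMSO plus EC80 beta-PEA response and 100% = DMSO alone without agonist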
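Test system: RD-HGA16 CHO cells with stable hTAAR1 and Gα16 / Probe or stimulus: EC80 β-phenethylamine stimulus / Times: seeding 17-24 h prior, 75-min 37 °C, 30-min RT dye loading / Detection: Fluo-8 calcium-sensitive fluorescence / Read-out basis: % inhibition scaled between DMSO and EC80 PEA controls / Repeats: singlicate, one well per test compound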
M1 PAM parental – counter-screen for M1 PAMs: effect in parental CHO-K1 cells | ATP EC20, Fluo-8 calcium fluorescence; 0% at ATP EC20, 100% at ATP max | activation, % at 3 µM | hit rate 0.02% among 360,000 | AID 602247;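 active means activation above the run cutoff, the mean activation of all test compounds plus 3 SD, cut at about 40% in these data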;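 further: peak over basal fluorescence ratio in a 140 s read after ATP addition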
TAAR1 ag – agonists of human TAAR1. CHO RD-HGA16 TAAR1, Fluo-8 calcium fluorescence; vehicle wells 0%, saturating PEA agonist 100%. activation, % at 3 µM. hit rate 0.99% among 360,000. AID 624467;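 active means activation above the mean activation of all test compounds in the run plus 3 SD, cut at about 38% in these data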
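Benchmarks: low control DMSO, high control PEA (EC100); System: CHO RD-HGA16 cells carrying human TAAR1 plus Gα16; Detection: Fluo-8 fluorescence, 5 s baseline then 140 s kinetic read; Schedule: 17-24 h plating, Fluo-8 75 min 37 °C, 30 min RT; Read-out basis: % activation from peak over basal fluorescence ratio, DMSO-to-PEA scaled.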
CHRM1 antagonist – blocks human M1 muscarinic receptor. P11229. CHO-K1 hM1, Fluo-8 calcium fluorescence, ACh EC80 antagonist. inhibition, % at 3 µM. hit rate 1.3% among 360,000;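 active means percent inhibition above its own plate's cutoff, namely the mean of that plate's compound wells plus 3 SD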;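 further: peak over basal fluorescence ratio during 140 s after agonist addition; 0% = ACh EC80 plus DMSO and 100% = DMSO alone without agonist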
The depositor's hits bear a star; x = not tested or not shown. This is a random part of the collection, and some 4.2% of all compounds hit somewhere here.

No.	canonical_smiles	CHRM1 antagonist	M1 ag parental	OXTR potentiator	M1 ag	TAAR1 antagonist	M1 PAM parental	CHO-K1 Ca antag	TAAR1 ag	CHO parental Ca
1	Cc1ccc2nc(SCc3ccc([N+](=O)[O-])cc3)nc(C)c2c1	-8	0.9	5	-5	9	13	-18	0	-13
2	Cc1ccc(SC(C)C(=O)Nc2ccc(S(=O)(=O)N3CCOCC3)cc2)cc1 (stereo not given)	5	2.2	-16	4	22	-2	12	39*	-9
3	O=S(=O)(NCC1CCCO1)c1cnc(Cl)c(Br)c1 (stereo not given)	1	0.4	-3	-4	2	9	2	0	-9
4	COc1ccc(S(=O)(=O)Nc2nc3n(n2)C(c2ccc(Cl)cc2)CC(=O)N3)cc1 (stereo not given)	-9	-0.3	-29	6	-29	8	-3	2	3
5	COc1ccc(C(=O)NC2=NCCS2)cc1	-2	0.8	-1	-4	-7	-11	4	2	-12
6	Cc1ccc(-c2cc(C(F)F)nc(NCC3CCCO3)n2)cc1 (stereo not given)	-18	-0.3	-4	-5	-8	21	-15	28	-37
7	C=CCN=C(NC#N)SCCc1ccccc1	-12	0.7	2	-10	4	-12	0	4	0
8	Oc1ccccc1/C=N/Nc1nn[nH]n1	-15	0.5	3	-2	-6	10	-8	1	-14
9	Cc1ccc(C(=O)CC(=O)c2ccccc2)cc1	-17	0.2	5	-2	-11	12	-8	0	-16
10	CN(C(=O)COC(=O)c1cc2ccccc2cc1O)c1ccccc1	5	0.6	-8	-7	7	1	4	8	-15
11	COc1ccccc1NC(=O)N(C)C[C@@H]1OCc2cnnn2CCCC(=O)N([C@@H](C)CO)C[C@@H]1C	-15	0.1	x	-2	-8	-3	-7	4	x
12	Cc1ccccc1C(=O)O/N=C(\N)c1ccccc1	-17	1.1	-7	-2	-19	6	-19	0	5
13	C=C(C)CNC(=O)CCc1nnc(Cc2cccc(C(F)(F)F)c2)o1	2	0.5	-4	-9	6	9	-3	3	-8
14	CN(C)C(=O)c1ccc(COc2ccccc2Br)o1	-5	0.0	-8	-4	0	3	9	13	-7
15	O=C(CCN1C(=O)c2cccc3cccc(c23)C1=O)NC1CCS(=O)(=O)C1 (stereo not given)	-11	0.2	1	-1	-19	-11	-17	2	-17
16	COC(=O)c1ccc(OC)c(-c2c(OC)cc(OC)cc2OC)c1	-8	-0.4	-3	-1	-1	5	-7	-1	9
17	O=C(Nc1nnc(-c2ccccn2)o1)c1cccc(Cl)c1	-8	-0.1	-3	-2	-2	21	-4	7	13
18	CS(=O)(=O)N1CCC(C(=O)Nc2ccc(OCc3ccccc3)cc2)CC1	-16	0.9	-9	-4	-3	-13	1	13	9
19	Cc1nc(SCC(=O)N(CC(C)C)C2CCS(=O)(=O)C2)c2c(C)c(C)sc2n1 (stereo not given)	-8	0.1	2	-6	1	13	-17	0	-33
20	CC(C)C(=O)NC(=S)Nc1ccc(S(=O)(=O)N2CCCC2)cc1	2	2.7	1	-14	-10	17	-8	9	-7
21	Cc1ccc(CC2CC(=O)N(CC(=O)O)C2=O)cc1 (stereo not given)	-5	0.0	-3	-3	1	-3	11	5	3
22	Cc1cccc(C(=O)O/N=C(\N)Cc2ccc([N+](=O)[O-])cc2)c1	-2	0.8	-7	-4	15	14	-6	11	-16
23	NC(=O)c1ncn([C@@H]2O[C@H](CO)[C@@H](O)[C@H]2O)c1O	-23	0.2	-1	-4	-2	10	-2	0	-8
24	CN(C)CC(=O)Nc1cc(C(F)(F)F)ccc1Cl	-10	0.3	0	-3	-12	22	-7	0	-19
25	CCC(C(=O)N1CCC(C(N)=O)CC1)n1nc(C)n2c(cc3occc32)c1=O (stereo not given)	-6	0.6	0	-1	-26	2	-9	3	-6
26	O=C(Nc1ccccc1)OCCNC(=O)c1ccccc1	-1	2.0	-12	-1	1	23	-12	10	-2
27	CC(=O)c1ccc(OCC(=O)Nc2ccc(N3CCCCC3)cc2)cc1	-12	2.1	-9	-2	-2	15	-6	5	-10
28	CCOC(=O)N1CCN(c2cc(=O)n(-c3cccc(Br)c3)c(=O)[nH]2)CC1	1	0.0	-10	1	-17	14	-1	2	-5
29	COc1ccccc1NS(=O)(=O)c1ccc(C)c(NC(=O)NCCCl)c1	0	1.3	-5	-1	-19	3	-11	1	-9
30	CN(Cc1ccccc1)C(=O)c1[nH]cnc1C(=O)NCCCCCNC(=O)OC(C)(C)C	13	2.4	0	-5	0	-20	2	17	-19

Reformatted: two of the compounds above
25. CCC(C(=O)N1CCC(C(N)=O)CC1)n1nc(C)n2c(cc3occc32)c1=O (stereo not given)
  CHRM1 antagonist: -6; M1 ag parental: 0.6; OXTR potentiator: 0; M1 ag: -1; TAAR1 antagonist: -26; M1 PAM parental: 2; CHO-K1 Ca antag: -9; TAAR1 ag: 3; CHO parental Ca: -6

26. O=C(Nc1ccccc1)OCCNC(=O)c1ccccc1
  CHRM1 antagonist: -1; M1 ag parental: 2.0; OXTR potentiator: -12; M1 ag: -1; TAAR1 antagonist: 1; M1 PAM parental: 23; CHO-K1 Ca antag: -12; TAAR1 ag: 10; CHO parental Ca: -2

Further entries:
No.	canonical_smiles	CHRM1 antagonist	M1 ag parental	OXTR potentiator	M1 ag	TAAR1 antagonist	M1 PAM parental	CHO-K1 Ca antag	TAAR1 ag	CHO parental Ca
31	Cc1c(C(=O)NCC(c2ccco2)N2CCCC2)oc2ccc(Cl)cc12 (stereo not given)	-2	2.4	-8	-5	16	7	-11	1	-30
32	CCn1c(SCC(=O)Nc2sc3c(c2C#N)CCCC3)nnc1-c1ccco1	-27	1.9	-11	-1	-17	14	-11	10	-22
33	CCn1c(SCC(=O)Nc2nc(C)cs2)nnc1C(C)NC(=O)c1ccccc1 (stereo not given)	-26	0.3	-4	-4	3	18	-15	1	-13
34	CC(C)COC(=O)OCN1C(=O)CN(CCN2CC(=O)N(COC(=O)OCC(C)C)C(=O)C2)CC1=O	-28	0.1	4	6	-6	10	-3	-1	-9
35	Cc1nc(N2CCCCC2)c(C#N)c(C)c1[N+](=O)[O-]	-4	-0.3	-6	2	-14	-10	-7	1	3
36	Cc1ccc(Cl)cc1NC(=O)CCN1C(=O)C2C3CCC(C3)C2C1=O (stereo not given)	-9	0.1	-8	-6	0	10	4	5	-9
37	O=C(c1ccc2c(c1)OCO2)N1CCC2(CC1)Oc1ccc(F)cc1C(=O)C21CC(c2ccc(Cl)cc2)=NO1 (stereo not given)	14	-0.3	-1	1	15	-17	6	11	-11
38	CCN(CC)C(=S)SCC(=O)Nc1ncc2c(n1)CCCC2=O	-11	0.8	-7	-3	-10	-23	17	11	-9
39	COc1ccccc1C(=O)C1CCCN(C(=O)c2cccc(Cn3cccn3)c2)C1 (stereo not given)	-17	4.7	-3	-3	-5	7	-6	0	-27
40	O=C(NC(=S)Nc1ccccc1N1CCOCC1)c1ccc(Br)cc1	-11	0.9	14*	0	-17	3	-9	4	-43
41	CC(=O)c1cccc(NC(=O)c2ccccc2-c2ccccc2C(=O)O)c1	1	-0.3	-4	-1	-19	-1	9	0	-8
42	CCOc1ccc(NC(=O)c2nsc(Cl)c2Cl)cc1	10	0.7	-8	-7	19	-12	3	1	-1
43	CCOc1ccc(OCCC(=O)NNC(=O)c2nn(C)c(=O)c3ccccc23)cc1	-1	0.0	-6	-3	-35	2	0	2	-19
44	Cc1cccc(NS(=O)(=O)c2ccc(C)c(C(=O)NCC(c3ccco3)N3CCCCC3)c2)c1 (stereo not given)	-7	1.0	x	0	-22	11	-4	0	x
45	CN(CCc1ccccc1)C(=O)c1cccc(NC(=O)Cc2cccc(NC(=O)C3CCCN(C(=O)CCc4ccccc4)C3)c2)c1 (stereo not given)	10	1.4	x	-8	18	6	3	1	x
46	Cc1ccc(S(=O)(=O)NCCC(=O)NC(C)c2ccccc2)cc1 (stereo not given)	-9	1.4	3	-2	-22	20	-19	1	-13
47	Cc1ccc2oc(C(=O)Nc3ccc(S(=O)(=O)Nc4onc(C)c4C)cc3)c(C)c2c1	7	0.6	7	-2	-23	4	-6	0	-8
48	CCCCN(CC(=O)NC1CC1)S(=O)(=O)c1ccc(OCC)cc1	-2	-0.3	-4	-3	-10	-3	1	8	-22
49	CCN(CC)S(=O)(=O)c1cccc(NC(=O)COC(=O)C2CC3C=CC2C3)c1 (stereo not given)	13	7.2	-9	0	27	-17	17	8	8
50	O=C(O)c1cccc(NC(=O)C23CC4CC(C2)CC(n2cnc(Cl)n2)(C4)C3)c1	-11	0.3	-2	-3	3	12	-7	7	2
51	O=c1c2ccccc2sn1-c1nccs1	-6	4.5	x	7	35	10	0	47*	x
52	COc1cc(C)nc2nc(SCc3ccccc3)nn12	-18	0.5	-2	-4	-7	23	-5	8	-13
53	Cc1cc(NC(=O)CCC(=O)N(C2CC2)C2(C(=O)NC3CCCC3)CCC(C)CC2)no1 (stereo not given)	-3	0.1	-6	-1	-1	-6	5	6	-15
54	O=C(COc1ccccc1C(=O)O)Nc1ccc(SC(F)F)cc1	2	0.0	-4	-2	-13	-16	4	1	-12
55	CNc1nc(Oc2cccc(F)c2)c2sccc2n1	-2	-0.4	x	-6	-26	12	-10	-3	x
